C1s block = complement C1s protease inhibitors, primary screen, biochemical, 10-compound mixtures; Complement C1s subcomponent (Homo sapiens), P09871; purified C1s, fluorogenic AMC substrate, pooled mixtures; mean inhibition % of two 10-compound mixtures (active compounds read high), % at 5 µM (by protocol); actives 0.16% (n = 62,000); AID 538, 2006;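 active = inhibition above 20% in each of the two 10-compound mixture wells holding the compound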;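 note: 0% = enzyme wells lacking compound mixture and 100% = no-enzyme blank wells; some compounds called inactive have numbers as strong as hits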
Target sequence (P09871 16-437 limits assumed): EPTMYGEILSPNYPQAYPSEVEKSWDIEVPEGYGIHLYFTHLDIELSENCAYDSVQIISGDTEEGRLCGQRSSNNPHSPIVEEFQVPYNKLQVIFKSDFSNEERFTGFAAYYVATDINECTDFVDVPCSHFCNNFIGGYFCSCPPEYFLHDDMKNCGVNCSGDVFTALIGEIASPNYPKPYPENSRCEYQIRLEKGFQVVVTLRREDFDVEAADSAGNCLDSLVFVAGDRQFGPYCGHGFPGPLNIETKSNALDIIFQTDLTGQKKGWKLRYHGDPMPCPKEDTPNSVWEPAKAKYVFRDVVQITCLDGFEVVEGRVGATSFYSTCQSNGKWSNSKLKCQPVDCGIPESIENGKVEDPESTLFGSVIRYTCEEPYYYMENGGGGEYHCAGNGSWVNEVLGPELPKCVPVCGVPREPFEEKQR
Target sequence (P09871 438-688 limits assumed): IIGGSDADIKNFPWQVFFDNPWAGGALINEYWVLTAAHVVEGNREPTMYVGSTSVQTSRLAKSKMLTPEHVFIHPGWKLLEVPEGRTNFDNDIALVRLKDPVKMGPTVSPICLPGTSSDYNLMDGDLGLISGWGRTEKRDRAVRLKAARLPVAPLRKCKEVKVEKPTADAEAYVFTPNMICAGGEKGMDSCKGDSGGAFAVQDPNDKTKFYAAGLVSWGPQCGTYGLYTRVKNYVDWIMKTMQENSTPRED
CatB block = human cathepsin B inhibitors, primary screen, biochemical, fluorogenic substrate; P07858; purified cathepsin B, fluorescence; inhibition, %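 (tested at 10 µM)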; actives 0.1% (n = 63,000); AID 453, 2006; in the data active = inhibition above about 21%;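 note: 0% = enzyme with no compound and 100% = no enzyme blank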
CatG inh = human cathepsin G inhibitors, primary screen, biochemical, pooled compound mixtures, AMC fluorescence; actives 0.2% (n = 62,000); inhibition, % at 5 µM (by protocol); AID 581, 2007; purified enzyme, AMC-tetrapeptide fluorescence;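 active = inhibition above 20% in each of the two mixture wells holding the compound; inactive = inhibition of 20% or less in either well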;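 note: 0% = enzyme control without mixture and 100% = blank lacking enzyme; strong numbers were not always called active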
Target sequence (P08311 21-244 limits assumed): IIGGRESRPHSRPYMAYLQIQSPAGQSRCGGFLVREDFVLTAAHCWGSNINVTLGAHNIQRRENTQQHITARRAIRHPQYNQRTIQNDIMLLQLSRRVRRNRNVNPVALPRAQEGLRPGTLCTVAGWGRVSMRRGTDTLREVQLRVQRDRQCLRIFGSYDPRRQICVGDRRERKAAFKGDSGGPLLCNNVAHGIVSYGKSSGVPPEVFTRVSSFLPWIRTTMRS
AP ELISA ortho = alternative complement pathway inhibitors, primary screen, biochemical, ELISA, human serum, orthogonally pooled compounds; LPS-coated ELISA, C3 deposition; tested in compound mixtures; inhibition, % at 5 µM; actives 0.08% (n = 62,000); AID 1235, 2008;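 active = inhibition above 30% in each of the two pooled mixtures holding the compound, so the lower value exceeds 30%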;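 note: 0% = serum in Mg-EGTA without compound and 100% = EDTA serum blank; some compounds past the cut are filed as inactive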
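Test system: human serum complement alternative pathway, C3 deposition onto LPS / Medium: Mg2+-EGTA GVB++ buffer containing human serum at 1:15 dilution / Probe or stimulus: Plate-bound LPS / Times: 1 h at 37 °C / Signal: ELISA with HRP anti-human C3 antibody, TMB substrate, absorbance 450 nm / Measure: percent inhibition / Repeats: two pool placements per compound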
FXIa inh mix = FXIa protease inhibitors in compound pools, primary screen, biochemical, 10-compound mixtures. Coagulation factor XI (Homo sapiens), P03951. purified FXIa, fluorogenic substrate, pooled mixtures. inhibition, % at 5 µM. actives 0.19% (n = 62,000);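 note: each value is inhibition by a whole ten-compound pool holding the compound; 0% = enzyme with no mixture and 100% = wells lacking enzyme; strong numbers were not always called active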
FXIIa mix inh = human factor XIIa inhibitors, primary screen, biochemical, pooled compound mixtures, fluorogenic substrate; actives 0.2% (n = 62,000); purified FXIIa; AID 684, 2007; inhibition, % at 5 µM; Coagulation factor XII (Homo sapiens), P00748;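 note: 0% = enzyme without compound and 100% = no enzyme blank; some results filed as inactive read as strong as hits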
CatB mixtures = cathepsin B inhibitors from pooled compounds, primary screen, biochemical, compound mixtures, AMC fluorescence; P07858; AID 488, 2006; Purified cathepsin B, AMC dipeptide fluorescence; inhibition, %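 (ten-compound pools at 5 µM per compound and 50 µM total)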; actives 0.06% (n = 62,000); in the data active = inhibition above about 22%, passing the limit was not always enough;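 note: 0% = enzyme without compound and 100% = no enzyme blank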
CatS inh = inhibitors of human cathepsin S, biochemical, compound mixtures; actives 0.06% (n = 62,000); P25774; AID 501, 2006; inhibition, %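 (tested at 5 µM per compound within 10-compound mixtures)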; recombinant cathepsin S, AMC dipeptide fluorescence, pooled mixtures; in the data active = inhibition above about 32%, passing the limit was not always enough;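 note: 0% = enzyme without compound and 100% = blank without enzyme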
CatL inh = inhibitors of human cathepsin L, biochemical; purified cathepsin L, fluorogenic substrate, fluorescence; inhibition, %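 (tested at 10 µM)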; Procathepsin L (Homo sapiens), P07711; AID 460, 2006; actives 0.17% (n = 58,000); in the data active = inhibition above about 45%;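 note: 0% = enzyme with no compound and 100% = no enzyme blank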
Numbers without * were called inactive; x = not tested or not shown. Cut-off read from the data, not from the text of the source, unless noted: active = inhibition above about 20% (passing the limit was not always enough); inactive = the rest. Some of the compounds tested; the hit share may differ from the screen's.

SMILES	C1s block	CatB block	CatG inh	AP ELISA ortho	FXIa inh mix	FXIIa mix inh	CatB mixtures	CatS inh	CatL inh
CSc1nc2nc3c(c(=O)n2[nH]1)CN(Cc1ccccc1)CC3	1	0	4	1	-7	-2	-2	4	29
O=C(OC(C(=O)NCC1CCCO1)c1ccccc1F)c1ccco1 (centres undefined)	9	0	8	25	7	12	3	2	-8
Cc1ccc(C)c(N2CCN(C(=O)CCCn3c(=S)[nH]c4cc5c(cc4c3=O)OCO5)CC2)c1	6	0	36	11	12	4	-3	-8	-2
CC1CCCN(S(=O)(=O)c2ccc(Br)s2)C1 (centres undefined)	-4	0	-2	14	12	7	3	4	0
N/C(=N\O)c1ccc(NC(=O)c2ccc(Br)o2)cc1	4	-5	-1	15	3	3	2	2	2
Cc1c(N=C/C=C/c2ccccc2)cnn1C	-155	-1	-9	-3	-26	4	-8	-10	x
CCOc1cccc(NC(=O)C2CC(=O)N(C)C(=Nc3cccc(F)c3)S2)c1 (centres undefined)	14	3	9	3	7	4	5	0	6
CCCC(=O)Nc1cc(C)c(NC(=O)c2ccncc2)cn1	-4	5	9	25	2	6	4	-1	1
O=C(NC1CCCCC1)C1CCCN1S(=O)(=O)c1cccc2nsnc12 (centres undefined)	-2	0	-2	4	9	10	1	23	3
CCN1C(=O)CSc2ccc(C(=O)OC)cc21	3	-1	4	-5	-3	-19	-4	12	-2
Cc1ccccc1NC(=O)N1CCCC(c2nc(-c3ccc(F)cc3)no2)C1 (centres undefined)	14	0	9	16	9	3	1	-11	-13
O=C(NCc1ccc2c(c1)OCO2)c1cccc(S(=O)(=O)N2CCCCC2)c1	4	4	-4	9	5	11	3	-7	-9
CSCC[C@H](NC(=O)OC(C)(C)C)c1nnc(SCC(=O)Nc2ccc(C)cc2C)o1	-50	-4	9	8	2	-1	0	8	x
CC(C)COc1nc2ccccc2nc1C(C#N)C(=O)NC1CCCCC1 (centres undefined)	-39	-5	-3	-11	6	2	-2	1	-1
NC(=O)c1ccccc1N=Cc1ccccn1	-17	8	-9	-18	2	2	4	17	-37
O=S(=O)(Cc1ccccc1)N1CCCC(c2nc(-c3ccc(F)cc3)no2)C1 (centres undefined)	5	-3	-2	-1	8	5	4	-4	-16
CCOC(=O)CSc1nnnn1-c1cc(OC)ccc1OC	-22	1	-19	-23	2	13	1	5	-4
COc1ccc2ccccc2c1C1CC(=O)N2CN(C)CSC2=C1C#N (centres undefined)	-3	5	0	1	6	-19	6	17	17
COc1ccc(C2(C(=O)Nc3ccc(C(=O)O)cc3)CCOCC2)cc1	16	4	12	21	9	9	5	-4	x
O=C(Nc1ccc(Br)cc1F)c1ccncc1	14	0	8	3	3	7	1	3	2
Cc1ccc(-c2noc(CSc3nnnn3C3CCCCC3)n2)cc1	-47	5	-1	9	6	-12	5	5	12
CCOc1ccc(S(=O)(=O)Nc2ccccc2C(=O)NCc2ccco2)cc1	-19	3	7	19	-6	9	4	15	24
COc1ccc(-n2nnnc2Sc2ccc(S(=O)(=O)N3CCOCC3)cn2)cc1	-16	-4	-4	17	2	19	3	-10	-3
O=C(NCCc1nc2ccccc2[nH]1)c1ccc(F)cc1	-2	3	7	21	0	10	3	3	-3
COc1ccc2nc(SCC(N)=O)cc(C)c2c1	-28	8	-17	-22	-4	8	6	17	16
Next part
SMILES	C1s block	CatB block	CatG inh	AP ELISA ortho	FXIa inh mix	FXIIa mix inh	CatB mixtures	CatS inh	CatL inh
CCOC(=O)Cc1c(C)nc2c(-c3cccc(Br)c3)c[nH]n2c1=O	-22	-4	-6	1	7	10	-4	-4	0
Cc1ccc2cccc(S(=O)(=O)Nc3c(C)n(C)n(-c4ccccc4)c3=O)c2n1	11	8	10	6	4	-13	5	15	15
Cc1ccc(S(=O)(=O)N2CCCC(C(=O)NCc3ccccn3)C2)cc1 (centres undefined)	-12	-3	1	15	1	23	4	5	16
CCC1CCCCN1C(=O)Cn1c(C(=O)OC)cc2sc(Cl)cc21 (centres undefined)	12	-3	7	10	5	12	5	-2	11
CN1CCc2c(sc3c2c(=O)n(-c2ccccc2)c2nnc(SCc4ccc(F)cc4)n32)C1	-27	7	-8	8	-13	2	-10	-14	1
CCSc1nc2c(c(=O)n1CC)SC(C)C2 (centres undefined)	-8	2	1	6	3	-18	11	19	12
CC1(c2ccccc2)NC(=O)N(CC(=O)NC(=O)NC2CCCC2)C1=O (centres undefined)	-65	-4	-7	17	5	2	1	-11	-11
Nc1cccc(-n2nncc2-c2ccccc2)c1	0	1	8	4	2	-17	0	4	17
COc1cccc(-c2cc(N)nn2C(=O)Nc2ccc(Cl)cc2)c1	-7	-2	-4	26	3	-15	-2	-12	-7
Cc1occc1C(=O)NC(C)CCc1ccccc1 (centres undefined)	-28	-4	1	4	10	2	5	4	16
O=C(Nc1cccc(F)c1)c1ccc2c(c1)OCO2	-12	2	-6	6	-3	2	3	-7	-2
CC1Cc2ccccc2N1C(=O)Cn1nnc(-c2ccccc2NC(=O)C2CCC2)n1 (centres undefined)	15	4	11	1	12	11	-2	-4	x
CCOC(=O)N1CCC(N(CCOC)C(=O)Nc2ccc(Cl)cc2)CC1	17	1	13	22	4	7	8	-4	-3
CCOc1ccc(NC(=O)CCN2CCCCC2)cc1	-109	6	-10	4	-10	4	-8	-13	15
O=C(CCS(=O)(=O)c1ccccc1)Nc1nc2c(s1)COc1ccccc1-2	-103	-2	-13	24	-7	-6	-6	18	x
CCN1CCN(c2ncc3c(n2)CC(c2cc(OC)c(OC)c(OC)c2)CC3=O)CC1 (centres undefined)	9	1	8	10	4	-2	5	-6	11
O=C1NCCCc2nonc21	13	7	6	0	6	1	1	0	9
COc1ccc(N2CCN(CCCNC(=O)CC3Oc4ccc(C)cc4NC3=O)CC2)cc1 (centres undefined)	2	-1	27	4	10	13	1	7	14
Cc1cc(C)c(C#N)c(Nc2ccccc2Cl)n1	56	-2	9	16	6	-2	1	-1	8
Cn1c(C(=O)OC(C(=O)NC2CCCCC2)c2ccncc2)cc2sccc21 (centres undefined)	16	1	16	-1	10	11	44	37	3
O=C(Nc1nncs1)c1c(F)c(F)c(F)c(F)c1F	-17	4	7	-2	-4	8	-4	4	16
CCCCOC(=O)c1ccc(NC(=O)c2cnc3n(c2=O)CCS3)cc1	-30	5	2	-3	-7	-16	0	6	15
O=C(C1CCC(CNc2c(N3CCCCC3)c(=O)c2=O)CC1)N1CCCCC1 (centres undefined)	9	0	8	9	2	6	-3	3	12
CC(C)(C)NC(=O)CSc1nnc(C2CC2)n1Cc1ccccc1	0	4	12	-6	0	-7	-4	8	2
Cc1ccccc1NC(=O)CN(C)S(=O)(=O)c1cccc2cccnc12	13	2	9	16	4	-13	2	0	-1
Remaining list, next part.
SMILES	C1s block	CatB block	CatG inh	AP ELISA ortho	FXIa inh mix	FXIIa mix inh	CatB mixtures	CatS inh	CatL inh
CC1Cc2cc(C3(O)C(=O)c4ccccc4C3=O)ccc2N1 (centres undefined)	16	4	13	2	9	1	6	8	-2
O=C(Nc1ccc2c(c1)nc1n2CCN(C2CCCCC2)C1)c1ccco1	-9	6	-6	-9	2	-2	4	6	0
CCN(CC)c1ccc2c(c1)C(=O)N(C)C2=O	13	5	14	6	1	2	7	-16	2
CS(=O)(=O)c1ccc2nc(NC(=O)C3CCCCC3)sc2c1	-43	-4	-11	-5	6	-19	-2	-2	4
O=C(Nc1nc2ccccc2n1CCN1CCCC1)C1CCCCC1	6	1	5	24	5	-5	1	-3	0
O=C(Nc1cccc(Cl)c1)c1ccncc1	15	0	12	12	7	7	4	-3	0
O=C(NCC1CCCO1)C1CCC(N2C(=O)c3ccccc3C2=O)CC1 (centres undefined)	-2	x	-3	28	2	1	-1	-5	x
CN(C)C(=O)N1CCC(C(=O)NCc2ccc(F)cc2)CC1	0	1	-1	8	9	-2	1	9	10
CC1=C(C(=O)OC(C)C)C(c2c[nH]c3ccccc23)n2ncnc2N1 (centres undefined)	0	-1	0	10	1	6	6	3	x
CC(C)n1c(-c2cccnc2)nc2cnccc21	3	0	0	7	6	0	5	1	0
Cc1ccc(C)c(N2CCN(C(=O)C3CCCN(S(=O)(=O)c4c(C)noc4C)C3)CC2)c1 (centres undefined)	12	1	8	22	3	-16	0	-2	x
Cc1cc2cc(CN(Cc3ccc4c(c3)OCO4)Cc3nnnn3C3CCCC3)c(=O)[nH]c2cc1C	10	0	12	7	6	0	4	-1	-4
COc1ccccc1NC(=O)N1CCCC1C(=O)Nc1nnc(C(C)C)s1 (centres undefined)	14	-4	8	-2	7	6	1	2	-4
COc1ccc(C(=O)NC2CCN(S(=O)(=O)Cc3ccccc3)CC2)c(OC)c1	20	-1	12	-7	9	-9	4	4	-5
O=C(COC(=O)Cc1cn2ccsc2n1)NC12CC3CC(CC(C3)C1)C2	-20	1	-10	-5	-2	7	-4	0	9
Cn1c(CCN2CCOCC2)nc2cc(NC(=O)COc3ccccc3)ccc21	14	1	8	-9	9	-5	3	4	23
O=C(Cc1cccs1)Nc1ccccc1NC(=O)Cc1cccs1	4	-4	-33	14	6	5	3	-5	9
CC1CCCCN1CCn1c(=S)[nH]c2ncccc2c1=O (centres undefined)	-21	2	-4	6	9	-19	3	13	12
CCc1nc(SCC(=O)NCc2ccco2)c2c(=O)n(C)c(=O)n(C)c2n1	4	3	8	14	0	12	-1	4	x
CC(=O)C1=C(O)C(=O)N(Cc2ccco2)C1c1ccc(F)cc1 (centres undefined)	-19	13	-3	4	4	-7	9	8	4
COc1c(C)cccc1C(=O)Nc1ccc(N2CCN(S(C)(=O)=O)CC2)cc1	-17	4	3	7	-9	2	6	3	1
O=C(Nn1cnnc1)c1csc2ccccc12	11	1	9	12	4	1	1	-2	2
CS(=O)(=O)c1ccc(N2CCN(C3CC(=O)NC3=O)CC2)cc1 (centres undefined)	5	0	3	14	8	5	7	1	4
CC1CC=C2C(C#N)=C(N)C(C#N)(C#N)C(c3cccs3)C2C1 (centres undefined)	-5	4	-3	7	7	5	0	25	4
COc1ccc(S(=O)(=O)Nc2cc(C)on2)cc1OC	-3	3	7	7	5	9	4	-6	3
CCOC(=O)C1CCN(C(=O)CSc2cc(=O)n(C)c3ccccc23)CC1	-1	-3	1	7	-2	3	0	4	20
COCCNC(=O)C(C#N)c1nc2ccccc2nc1N1CCCCCC1 (centres undefined)	-62	-2	-26	21	-36	-1	-22	-37	-5
CN(C)c1oc(-c2ccccc2Cl)nc1C#N	-2	-4	3	7	7	4	7	2	-12
CCOC(=O)CCn1c(CC(=O)OCC)nc2ccccc21	17	1	10	4	7	-4	2	2	10

Single entries from the entries so far:
For C1s block, COc1ccccc1NC(=O)N1CCCC1C(=O)Nc1nnc(C(C)C)s1 (centres undefined) reads 14
For FXIIa mix inh, COc1ccc(N2CCN(CCCNC(=O)CC3Oc4ccc(C)cc4NC3=O)CC2)cc1 (centres undefined) reads 13

Bioassay records as filed in PubChem.
